Source: PubChem
GalR3 antag – blocks the human galanin receptor 3 | O60755 | HEK293 GalR3-CNG cAMP membrane potential fluorescence; galR3 body fused to GalR1 C-terminus | inhibition, % at 3 µM | 360,000 compounds, 0.44% hits | AID 651719;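 active = inhibition above the screen-wide average plus 3 SD, cut at about 13% in these data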;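 note: forskolin and galanin both at EC90 stimulate the cells; cAMP rise reported by CNG channel membrane potential dye signal; 0% = forskolin plus galanin with DMSO and 100% = forskolin alone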
Target sequence (O60755 1-299 limits assumed): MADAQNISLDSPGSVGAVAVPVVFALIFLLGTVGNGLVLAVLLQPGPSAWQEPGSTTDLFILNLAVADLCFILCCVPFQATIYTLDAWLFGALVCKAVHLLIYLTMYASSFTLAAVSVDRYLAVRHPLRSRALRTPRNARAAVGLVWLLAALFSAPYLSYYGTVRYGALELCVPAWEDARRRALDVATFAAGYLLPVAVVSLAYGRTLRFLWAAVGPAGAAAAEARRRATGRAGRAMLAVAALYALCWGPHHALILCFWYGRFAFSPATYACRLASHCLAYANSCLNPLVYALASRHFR
Active calls of the source: *. An excerpt (hit frequency here may not be typical).

SMILES	GalR3 antag
COc1cccc(-c2cc(NC(C)=O)c3ncc(-c4cccc(C(C)=O)c4)n3c2)c1	-3.3
CCOC(=O)C1=CNS(=O)(=O)NC1c1ccccc1 (centres undefined)	-3.4
COc1cc2c(c3c1c(=O)c1ccccc1n3C)C=CC(C)(C)O2	-11.4
Cc1cc(=O)[nH]c(NC(=O)Cc2ccccc2)n1	-2.1
CCOc1cc(OCC)cc(C(=O)N2CCC[C@@H]2C(=O)N2CCC[C@H]2C(=O)NCc2ccncc2)c1	-5.0
Cn1c(NCc2ccccc2F)nc2cc(-c3ccccc3)sc2c1=O	-4.8
ON=C1CCC2CCCCC2C1 (centres undefined)	-4.9
CCOC(=O)c1ccc(NC(=S)P(=O)(c2ccccc2)c2ccccc2)cc1	-5.0
CCCS(=O)(=O)NC(=O)C1(C)CCN(C(=O)Cc2ccc(F)cc2)C1 (centres undefined)	-3.2
CC(C)(C)OC(=O)N1CCC(C(=O)Nc2ccc(C(=O)N3CCCCC3)cc2)CC1	-1.0
Cc1ccc2c(c1)sc1nncn12	-2.4
CC(=O)Nc1ccccc1-c1ccccc1[N+](=O)[O-]	-4.3
CCOC(=O)CCCCCC(=O)Nc1ccc2c(c1)C(=O)N([C@@H](C)CO)C[C@@H](C)[C@H](CN(C)C(=O)c1ccncc1)OCCCC[C@H](C)O2	-6.1
O=[N+]([O-])c1ccc(COc2ccc(CN3CCCC3)cc2)cc1	-4.8
CC1(CN2CCCC2)CCC(NC(=O)C(c2ccccc2)c2ccccc2)C(C)(C)O1 (centres undefined)	-3.4
C=CCN(CC=C)Cc1cc(=O)oc2cc(OC)ccc12	-6.6
O=C(c1ccoc1)N1CCN(c2cc(-c3ccncc3)nc3cc(-c4cccc(Cl)c4)nn23)CC1	-5.2
CC1=C(C(=O)N(C)C)CC(CC(=O)NC2CCCCC2)C(=O)N1Cc1ccc(C(C)(C)C)cc1 (centres undefined)	-5.4
CCCCNC(=O)C1C(c2ccccc2)=Nc2ccccc2N1C(=O)c1ccc(C(F)(F)F)cc1 (centres undefined)	-6.6
COc1ccc(N=C2c3ccccc3-c3ccc([N+](=O)[O-])cc32)cc1	-4.0
COCC(=O)N(C)[C@H]1C[C@H]2c3cc(Oc4ccccc4C)ccc3CCN2C(=O)[C@H]1[C@H](C)O	-4.9
CC(C)(C)c1ccc(S(=O)(=O)NC(=O)C2(C)CCN2C(=O)CC2CCCC2)cc1 (centres undefined)	-5.1
CN(C)CCCNC(=O)c1cccc(-c2ccc3nccn3c2)c1	-7.3
Cc1sc(N=Nc2ccc(N(C)C)cc2)[n+]([O-])c1C	-3.5

5 compounds out of the list above, arranged by the value under GalR3 antag, largest number first:
SMILES	GalR3 antag
CCCS(=O)(=O)NC(=O)C1(C)CCN(C(=O)Cc2ccc(F)cc2)C1 (centres undefined)	-3.2
Cc1sc(N=Nc2ccc(N(C)C)cc2)[n+]([O-])c1C	-3.5
CC(=O)Nc1ccccc1-c1ccccc1[N+](=O)[O-]	-4.3
CCOC(=O)c1ccc(NC(=S)P(=O)(c2ccccc2)c2ccccc2)cc1	-5.0
CN(C)CCCNC(=O)c1cccc(-c2ccc3nccn3c2)c1	-7.3

(continued)
SMILES	GalR3 antag
Cc1ccc(OCc2occc2C(=O)O)cc1	-4.3
CCOC(=O)C1=CCN(S(=O)(=O)c2ccccc2F)C1c1ccccc1 (centres undefined)	-6.5
COc1cc2c(c(OC)c1OC)C1(CCCCC1)CC2NC(=O)c1ccncc1 (centres undefined)	-3.2
O=C1[C@@H]2CSCCS(=O)(=O)N2C(=O)N1C1CCCCC1	-2.7
COc1cccc(-c2cnc(C(O)c3c(C)cccc3C)[nH]2)c1 (centres undefined)	0.0
CCN(CC)CCOC(=O)c1ccc(N=CC2=C(O)CC(C)(C)CC2=O)cc1	-7.7
CCOc1ccccc1C(=O)NC(C(=O)N(C)c1c(N)n(Cc2ccccc2)c(=O)[nH]c1=O)C(C)C (centres undefined)	-5.3
Cc1ccc(S(=O)(=O)N2CCN(C(=O)COC(=O)CC(C)c3ccccc3)CC2)c(C)c1 (centres undefined)	1.0
CCN(C(=O)COC(=O)c1cc2ccccc2cc1OC)c1c(N)n(Cc2ccccc2)c(=O)[nH]c1=O	-4.6
O=S(=O)(CS(=O)(=O)c1ccccc1Br)c1ccccc1Br	-6.5
CC1(C(=O)Nc2ccc(Cl)c(Cl)c2)CCN1C(=O)CC1CCCC1 (centres undefined)	-4.3
CCCOc1ccc(/C=C/C(=O)N2CCN(C(=O)c3ccco3)CC2)cc1OC	-3.0

Gathered by group, those above with a furan ring, fused or not (three)
SMILES	GalR3 antag
O=C(c1ccoc1)N1CCN(c2cc(-c3ccncc3)nc3cc(-c4cccc(Cl)c4)nn23)CC1	-5.2
Cc1ccc(OCc2occc2C(=O)O)cc1	-4.3
CCCOc1ccc(/C=C/C(=O)N2CCN(C(=O)c3ccco3)CC2)cc1OC	-3.0

(more compounds)
SMILES	GalR3 antag
COc1ccc(OC)c(C(O)c2ncc(-c3ccccc3Cl)[nH]2)c1 (centres undefined)	-3.1
C[C@@H](c1ccccc1)N1C[C@@H](COCc2ccccc2)Oc2cc(N3CC[C@@H](O)C3)ccc2S1(=O)=O	-4.1
CC(Sc1nnnn1C1CC1)C(=O)Nc1cccc(S(=O)(=O)N2CCOCC2)c1 (centres undefined)	-3.0
COCCN1C(=O)CCC1(C)c1nnnn1Cc1ccccc1 (centres undefined)	3.3
CN(C)c1ccc(C(=N)Cc2ccc3ccccc3n2)cc1	7.5
COC(=O)C1=C(C)N(C)C(=NCC2CC2)NC1c1ccc(F)cc1 (centres undefined)	-7.2
Cc1ccc([C@@]2(OC(=O)c3ccccc3)C(=O)N(C(=O)OC(C)(C)C)c3ccccc32)cc1	-8.2
COc1ccc(C(C)(NC(C)=O)c2nc(-c3cccc(NC(C)=O)c3)cs2)cc1 (centres undefined)	-6.5
COc1ccccc1C(=O)NCCN1CCC(n2c(=O)[nH]c3ccccc32)CC1	-7.2
CC1(C(=O)Nc2ccc3c(c2)OCCO3)CCN1C(=O)c1ccccc1CCc1ccccc1 (centres undefined)	-7.4
CCCNS(=O)(=O)c1cc2c(cc1Br)CCN2C(=O)CC	-8.9
COC(=O)[C@]12CCCCC=C1N(Cc1ccc3c(c1)OCO3)C(=O)[C@H](CC(=O)NCc1ccc(OC)c(OC)c1)C2	4.0

Single entries from above:
COC(=O)C1=C(C)N(C)C(=NCC2CC2)NC1c1ccc(F)cc1 (centres undefined) in GalR3 antag → -7.2
CCCNS(=O)(=O)c1cc2c(cc1Br)CCN2C(=O)CC in GalR3 antag → -8.9
C[C@@H](c1ccccc1)N1C[C@@H](COCc2ccccc2)Oc2cc(N3CC[C@@H](O)C3)ccc2S1(=O)=O in GalR3 antag → -4.1
COc1ccccc1C(=O)NCCN1CCC(n2c(=O)[nH]c3ccccc32)CC1 in GalR3 antag → -7.2

(further entries)
SMILES	GalR3 antag
C[C@H](O)[C@@H]1C(=O)N2CCc3c([nH]c4c(-c5ccc6c(c5)OCO6)cccc34)[C@@H]2C[C@@H]1N(C)C(=O)c1ccco1	-7.4
COC(=O)[C@]12CCCCC=C1N(Cc1ccc(Cl)cc1Cl)C(=O)[C@H](CC(=O)NCCC(C)C)C2	-6.3
Cc1ccc(NC(=O)CSc2nnc3ccc(-c4ccncc4)nn23)cc1	-2.2
Cc1nc2c(cnn2CCO)c(=O)[nH]1	-5.0
COc1cc(OC)c(NS(=O)(=O)c2cc(C(=O)NCCCN3CCOCC3)ccc2C)cc1Cl	1.5
COc1cccc(C(=O)NCCNc2nc3cc(C)cc(C)c3cc2C#N)c1	-7.0
COc1cc(C(O)c2nc(-c3cccc(NC(C)=O)c3)cs2)ccc1F (centres undefined)	-6.9
CC(=O)Nc1cncc(-c2ccccc2F)n1	-4.9
O=C(Nc1cc(C(F)(F)F)ccc1N1CCOCC1)c1cccc(S(=O)(=O)N2CCOCC2)c1	8.6
COC(=O)C1=C(C)N(Cc2cccc(C(F)(F)F)c2)C(=NCc2ccccc2)NC1c1ccccc1C(F)(F)F (centres undefined)	-3.5
Cc1ccc(S(=O)(=O)N(CCC(=O)NCC(c2ccccc2)N(C)C)c2ccccc2)cc1 (centres undefined)	-6.5
CCOC(=O)[C@]12CCC=C1N(Cc1ccc(Cl)cc1Cl)C(=O)[C@H](CC(=O)N1CCC(c3ccccc3)CC1)C2	-5.1
CC(=O)NC(c1ccc(F)c(F)c1)c1nc(-c2cccc(C(F)(F)F)c2)cs1 (centres undefined)	-8.0
O=C(CSc1nc2ccccc2c(=O)n1-c1ccc(F)cc1)NC1CCS(=O)(=O)C1 (centres undefined)	-7.8
CCOC(=O)c1cc2c(=O)n3ccccc3nc2n(Cc2ccc(Cl)cc2)c1=N	-4.3
CCc1nnc(NS(=O)(=O)c2ccc(NC(=O)c3ccc([N+](=O)[O-])s3)cc2)s1	-2.8
O=c1nc2onnc2c(C=NO)[nH]1	-1.0
COc1ccc(CCN2C(=O)CCC2(C)c2nnnn2-c2ccc3c(c2)OCCO3)cc1OC (centres undefined)	-1.9
COc1ccccc1CCn1cnc(-c2ccccc2OC)c1CC(C)C	-8.8
CC(C)C[C@@H](CN)NC(=O)c1nc[nH]c1C(=O)N[C@@H](C)C(=O)CNC[C@H](C)NC(=O)c1nc[nH]c1C(=O)N[C@@H](Cc1ccccc1)C(=O)O	-0.8
CCCCCCCCN1C(=O)[C@@H](CC(=O)N2CCOCC2)C[C@@]2(C(=O)OC)C1=C[C@H](C(C)(C)C)O[C@@H]2C	-7.7
O=C(NCC(F)(F)F)C1C(=O)Nc2ccccc2C(=O)N1Cc1ccccc1 (centres undefined)	-4.7
COc1ccc(CCCNC(=O)C2(C)Cc3c(-c4ccc(C(N)=O)cc4)ccnc3O2)cc1 (centres undefined)	-2.6
CN(C)c1ccc2c(=O)cc[nH]c2c1	-2.8
CC1CC1C(=O)OCC(=O)Nc1cccc(Br)c1 (centres undefined)	-1.0
Cc1cc(C)n2nc(C(=O)Nc3cccc(S(=O)(=O)N4CCOCC4)c3)nc2n1	-3.4
Cn1c(=O)c2c(-c3ccccc3)n(-c3ccccc3F)cc2n(C)c1=O	-0.6
CCCCCCCCCc1conc1C(=O)CP(=O)(OC)OC	-6.6
CCOc1ccccc1N(CC(=O)Nc1ccccc1Br)S(=O)(=O)c1ccccc1	-7.8
CC(C)C[C@H](NC(=O)C1CC1)C(=O)N1CCC[C@H]1C(=O)NCc1ccccc1	-0.1
COc1cc(C(=O)N2CCN(S(=O)(=O)c3ccc(Cl)cc3)CC2)ccc1OCC(=O)N1CCOCC1	-1.2
COc1ccc(NC(=O)C2CCCCN2S(=O)(=O)c2ccccc2)cc1S(=O)(=O)N1CCOCC1 (centres undefined)	-8.4
CCOC(=O)C1=CCN(S(=O)(=O)c2ccc(C)cc2)C1c1ccc(CC)cc1 (centres undefined)	-0.8
CC(C)CNC(=O)c1ccccc1C(=O)NC1(C(=O)NCC(C)C)CCCC1	-5.6
CCCCN(C(=O)c1cc2c(s1)CCCCC2)c1c(N)n(CC(C)C)c(=O)[nH]c1=O	0.5
COc1ccc(S(=O)(=O)NC(=O)C2(C)CCN2C(=O)Cc2cc(C)cc(C)c2)cc1OC (centres undefined)	-5.9
O=S(=O)(c1ccc(Br)cc1F)N1CCCCC1CCO (centres undefined)	-5.5
COC(=O)[C@@]12C[C@@H](CC(=O)NCC3CCCCC3)C(=O)N(Cc3ccccc3)C1=CCC(C)(C)C2	-6.7
CC[N+]1(C)CCC(O)(c2ccc(OC)cc2)C(C(=O)c2ccc(OC)cc2)C1 (centres undefined)	-0.1
COCCOC(=O)C1=C(C)NC(=S)NC1c1ccc(OCC(=O)N2CC(C)OC(C)C2)c(OC)c1 (centres undefined)	-2.0
COc1cccc(-c2ccc3c(c2)C2CC3CCN2C(=O)c2ccc(-c3ccccc3)cc2)c1 (centres undefined)	-5.7
Cc1cc(F)cc(-c2cc(C(=O)NCc3ccccn3)[nH]n2)c1	-2.9
CC(C)C(NC(=O)OCc1ccccc1)C(=O)NC(Cc1c[nH]c2ccccc12)C(=O)O (centres undefined)	-7.6
CCc1nc(CN2CCCC(C(=O)Nc3ccc(-c4cccc(OC)c4)cc3)C2)c(C)[nH]1 (centres undefined)	-1.9
CCCCN(C)c1c(C)nc2ccc(C(=O)NCCc3c[nH]c4ccccc34)cn12	-6.6
O=C(Nc1ccc(Oc2ccccc2)cc1)c1ccc2nc([C@@H]3O[C@H](CO)[C@H](O)[C@H](O)[C@H]3O)[nH]c2c1	-3.0
CN1C(=O)CC2(C)C1=CCc1scnc12 (centres undefined)	-6.2
CC[C@H](C)[C@@H]1NC(=O)[C@@H](CC(C)C)NC(=O)[C@H](C(C)C)NC(=O)[C@H]2CSSC[C@H](NC1=O)C(=O)N2	-1.6
C[C@H](CO)N1C[C@H](C)[C@H](CN(C)C(=O)Cc2cccnc2)Oc2ncc(Br)cc2C1=O	-2.2
O=C(CCl)NC1(C(=O)O)CCCC1	-3.9
C[N+](C)(C)CCC(=O)N1C/C(=C/c2ccccc2)C(=O)/C(=C\c2ccccc2)C1	2.9
O=C(O)c1ccc(CCCc2ccccc2)cc1	-0.6
Clc1ccc(-c2nc3ccc(Cl)cn3c2Cc2ccsc2)cc1	-7.5
CCCCCCCCN1C(=O)[C@H](CC(=O)N2CCCC2)C[C@@]2(C(=O)OCC)CCCC=C12	-3.9
CC(=O)c1cccc(NC(=O)C2Cc3c(-c4cccc(F)c4)ccnc3O2)c1 (centres undefined)	-7.3
CC(C)NC(=O)N(C)C[C@H]1OCc2cn(nn2)CCCC(=O)N([C@H](C)CO)C[C@@H]1C	-5.6
CCN(C(=O)c1ccncc1)c1c(N)n(Cc2ccccc2)c(=O)[nH]c1=O	-2.3
O=C(Nc1ccc(OCCO)cc1)c1csc([C@@H]2O[C@H](CO)[C@H](O)[C@H](O)[C@H]2O)n1	-8.5
O=C(NCc1ccc(F)cc1)c1cc(C2CCCCN2C(=O)c2ccccn2)on1 (centres undefined)	-6.2
CC1=C(C(=O)N2CCOCC2)CC(CC(=O)NCCc2ccccn2)C(=O)N1Cc1ccc(C(C)(C)C)cc1 (centres undefined)	-5.2
C=CCn1cnnc1SCC(=O)NCC1COc2ccccc2O1 (centres undefined)	0.0
CCOC(=O)N(C)C[C@H]1OCc2cn(nn2)CCCC(=O)N([C@H](C)CO)C[C@@H]1C	-7.4
